Screening results (PubChem BioAssay)
HCMV inh = blocks human cytomegalovirus replication | activity change, negative = inhibition, % at 57.5 µM | 410,000 tested, 4.5% active | HFF cells, HCMV-luciferase reporter, 72 h; stronger effect = lower value; in the data active means activity change below about -60%; inconclusive means no clear call, values can overlap the other calls; inactive means above about -39%
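Two-dose cell screen: HFF monolayers treated with compounds and infected with luciferase-expressing HCMV at 1 PFU/cell, 72 h at 37C, then lysed for luciferase measurement.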
AMA1 RON2 block = disrupts binding of P. falciparum AMA1 to RON2. AlphaScreen AMA1-biotinylated RON2 peptide binding. Potency, µM (doses to about 58.2 µM), for inactives: top-dose activity change, negative = inhibition, actives largely listed as inhibitors. 360,000 tested, 0.2% active;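 further: potency means the concentration at half of the fitted maximal effect; 0% = vehicle wells and -100% = peptide control; nearly all actives have a fitted effect of over 45% in size; some results filed as inactive show a strong effect at the top dose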
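AMA1 (3D7) with his tag at 25 nM final met compounds first, then biotinylated RON2 peptide at 25 nM; detection used donor plus acceptor beads, 10 µg/mL apiece, read by AlphaScreen after 30 min at room temperature.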
AmpC detergent = AmpC beta-lactamase inhibition with detergent present. AmpC hydrolysis of nitrocefin, absorbance 480 nm, 0.01% Triton. Potency, µM (doses to about 114 µM), inactives show at the highest dose activity change, negative = inhibition, hits mostly inhibitors. 370,000 tested, 0.041% active. P00811;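 further: potency means the concentration at half of the fitted maximal effect; 0% = no-compound wells and -100% = no-enzyme wells; nearly all actives have a fitted effect of over 25% in size; some results filed as inactive show a strong effect at the top dose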
Target sequence (P00811 whole entry, looked up): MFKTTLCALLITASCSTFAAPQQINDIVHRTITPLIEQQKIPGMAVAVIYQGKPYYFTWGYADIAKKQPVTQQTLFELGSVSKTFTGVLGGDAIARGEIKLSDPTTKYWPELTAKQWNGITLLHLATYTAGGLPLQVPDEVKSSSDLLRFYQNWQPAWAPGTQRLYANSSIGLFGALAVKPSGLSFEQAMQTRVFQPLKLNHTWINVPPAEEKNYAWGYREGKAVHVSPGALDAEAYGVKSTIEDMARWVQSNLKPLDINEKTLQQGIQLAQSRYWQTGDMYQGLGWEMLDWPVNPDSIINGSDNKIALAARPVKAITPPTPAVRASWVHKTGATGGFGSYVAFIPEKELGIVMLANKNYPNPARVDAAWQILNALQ
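20 mM phosphate pH 7.0 + 0.01% (detergent screen) or 0.0001% Triton X-100; 5.3 nM AmpC reagent; cpd preinc 15 min RT; nitrocefin (800 uM stock) to start; A480 q20 s × 4 min; Activity was normalised to no-enzyme and no-compound control wells.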
AmpC no deterg = blocks E. coli AmpC beta-lactamase in detergent-free assay | P00811 | AmpC nitrocefin hydrolysis, absorbance 480 nm, 0.0001% Triton | Potency, µM (top dose mostly 57.1 µM), without a hit: at the top dose activity change, negative = inhibition, usual class: inhibitors | 330,000 tested, 0.52% active | AID 485341;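 further: potency means the concentration at half of the fitted maximal effect; plate controls were no compound for no effect and no enzyme for full effect; nearly all actives have a fitted effect of over 20% in size; some results filed as inactive show a strong effect at the top dose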
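20 mM phosphate pH 7.0 + 0.01% (detergent screen) or 0.0001% Triton X-100; 5.3 nM AmpC reagent; cpd preinc 15 min RT; nitrocefin (800 uM stock) to start; A480 q20 s × 4 min; Activity was normalised to no-enzyme and no-compound control wells.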
Sm TGR inh = blocks Schistosoma mansoni thioredoxin glutathione reductase; Potency, µM (titrated, usually from 114 µM), inactives show at the highest dose activity change, negative = inhibition, most hits filed as inhibitors; 360,000 tested, 3% active; Q962Y6; AID 485364; purified TGR, DTNB reduction, TNB absorbance 405 nm; further: potency means the concentration at half of the fitted maximal effect; nearly all actives have a fitted effect of over 60% in size
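Kinetic colorimetric format: TGR-catalysed, NADPH-driven DTNB reduction monitored via TNB absorbance. Enzyme dispensed at 20 nM; compound exposure 15 min at room temperature before reaction start.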
FBPA Giardia inh = inhibitors of Giardia lamblia fructose-1,6-bisphosphate aldolase | purified Giardia FBPA | A8B2U2 | 290,000 tested, 0.71% active | Potency, µM (series often up to 59.6 µM), for the others: at the highest dose activity, negative = inhibition, most hits filed as inhibitors; further: potency means the concentration at half of the fitted maximal effect; nearly all actives have a fitted effect of over 55% in size
Target sequence (A8B2U2 whole entry, looked up): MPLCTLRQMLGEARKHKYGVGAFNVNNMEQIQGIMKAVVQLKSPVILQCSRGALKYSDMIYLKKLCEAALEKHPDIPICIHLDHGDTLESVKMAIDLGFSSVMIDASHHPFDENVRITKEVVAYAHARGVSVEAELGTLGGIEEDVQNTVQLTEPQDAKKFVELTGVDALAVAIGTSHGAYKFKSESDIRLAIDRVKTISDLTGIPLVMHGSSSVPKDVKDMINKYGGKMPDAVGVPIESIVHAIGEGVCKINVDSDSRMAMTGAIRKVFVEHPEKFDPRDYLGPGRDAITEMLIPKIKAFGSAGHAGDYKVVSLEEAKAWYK
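40 nM FBPA preincubated 10 min at RT with compound (up to 57.5 uM final), then substrate plus GAPDH/TPI/NAD/arsenate coupling and diaphorase/resazurin added. Fluorescence read after 20 min at RT, 525/598 nm.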
Numbers without * were called inactive; ? = inconclusive; . = not tested or not shown; [ ] = dose if it differs, or a comment. Unless noted, the call rests on the fitted dose curve; in most records, active means well fitted curve in the direction sought with a large enough effect; inconclusive means small, poorly fitted or top-dose-only effect, or another doubt; inactive means no such curve, though single readings can be large; an effect the other way counts as inactive or inconclusive. Unless noted, on the % scale 0 is the no-effect control and ±100 the full control effect.

SMILES | HCMV inh | AMA1 RON2 block | AmpC detergent | AmpC no deterg | Sm TGR inh | FBPA Giardia inh
CC(C)c1nc(-c2ccc([N+](=O)[O-])cc2)cs1 | -29 | -2% | -14% | -22% | -9% | -1%
CCCCS(=O)(=O)c1sc2nc(C)cc(C)c2c1N | -15 | -2% | -8% | -15% | 50%[activator] | -4%
COc1ccc(CN2CCNC(=O)C2CC(=O)NCc2csc(C(C)C)n2)c(OC)c1 (centres undefined) | 18 | 25% | 1% | 91%[activator] | -21% | -15%
COc1cc(OC)nc(NC(=O)CSc2nc3ccccc3[nH]2)n1 | -23 | -9% | 3% | -37% | 5% | -14%
Cc1nn(Cc2ccc(C(=O)N3c4ccc(F)cc4CCC3C)o2)c(C)c1Br (centres undefined) | 18 | -14% | 5% | 143%[activator] | ? | 1%
CCN(CC(=O)Nc1c(F)cccc1F)C(=O)c1cnccn1 | -14 | 38%[activator] | 1% | -20% | -1% | .
C=CCNc1nc(Nc2ccc([N+](=O)[O-])cc2)nc(OC)n1 | -27 | 4% | 2% | -22% | -2% | -10%
CCN(CC)c1ccc(NC(=O)CSC(=O)c2ccccc2)cc1 | 10 | -27%[11.6 µM] | . | -33% | . | .
CC(C)(NC(=O)c1ccccc1)c1nc2ccccc2s1 | 41 | -1% | ? | -23% | -6% | .
COCCn1c(SCC(=O)c2[nH]c(C)c(C(C)=O)c2C)nc2ccccc21 | 33 | -7% | -3% | -18% | -15% | -9%
O=C(c1ccc(F)cc1)N1CCCC(c2nc(-c3ccncc3)no2)C1 (centres undefined) | -6 | 1% | -4% | -12% | -2% | .
N#Cc1ccccc1S(=O)(=O)N1CCN(C(=O)CN2CCCSc3ccccc32)CC1 | 1 | 5% | 3% | 55% | -3% | .
O=[N+]([O-])c1ccc(Cc2cncc(O)c2)cc1 | -5 | -6% | -9% | -6% | -10% | -9%
O=C(COC(=O)/C=C/c1cccc(Cl)c1)NCCC1=CCCCC1 | -6 | 2% | -10% | -13% | 0% | -3%
Cc1ccnc2c(N3C(=O)C4C5C=CC(C5)C4C3=O)cccc12 (centres undefined) | -11 | -7% | -14% | -12% | 11%[11.4 µM] | 3%
CCCNC(=O)C(Cc1ccc(C(F)(F)P(=O)(OCC)OCC)cc1)NC(=O)c1ccc(C#N)cc1 (centres undefined) | 26 | 8% | . | 98%[activator] | . | .
C(=N\n1cnnc1)/c1ccc(-c2ccccc2)cc1 | -13 | 2% | -10% | -3% | -2% | 4%
COC(=O)c1cc(CSC(=N)N)ccc1OCCC(C)C | -37 | -10% | 5% | 13% | 13% | -10%
c1ccc2c(C[C@@H]3CNCCN3CC3CCCCC3)cccc2c1 | -63* | -1% | 11% | 122%[activator] | -10% | .
CCSC1=C(C#N)C(c2cccc(O)c2)CC(=O)N1 (centres undefined) | 61 | -1% | -7% | -19% | 0% | 0%
CCSc1nc2nn(-c3ccccc3)c(=O)c-2c2n1CCCCC2 | -9 | -5% | -11% | -15% | 4% | 7%
Cc1cc(C)n(CCC(=O)N2CCc3ccccc32)n1 | 19 | -3% | ? | -7% | -18% | 2%
Cc1cccc2c1N(CCCOc1ccc(C(C)(C)C)cc1)C(=O)C2=O | . | ? | -8% | -20% | 1% | -12%
O=C(Nc1cccnc1)c1cccc(S(=O)(=O)N2CCCCC2)c1 | -7 | 24% | 1% | -15% | 15% | -5%
COC(=O)CSc1nnc(CNC(=O)c2ccccc2F)n1-c1ccc(F)cc1 | 18 | 0% | 2% | 10% | 2% | 1%
N#Cc1c(N)nc2c(c1N)CC(COc1ccccc1)O2 (centres undefined) | 95 | 1% | -3% | -32% | 3% | 4%
Cc1ccc(CNC(=O)CCc2ccccc2)cc1 | 38 | 12% | 12% | 0% | 3% | 5%
CC(C)c1ccc(Nc2nnns2)cc1 | 3 | 20% | 5% | -34% | 8% | -2%
COc1ccc(S(=O)(=O)N(C)CC(=O)Nc2c(F)cccc2F)cc1 | 23 | 6% | -1% | 0.14µM* | 1% | -1%
Cc1cc(=O)n(CCC(=O)O)c2ccccc12 | -5 | -3% | -4% | -9% | -7% | 1%
Cc1noc(C)c1S(=O)(=O)N1CCC(C(=O)N2CCN(c3ccc(Cl)cc3)CC2)CC1 | ? | 0% | -18% | 153%[activator] | -2% | 0%
CCCN(Cc1cccs1)C(=O)Nc1cc(C)cc(C)c1 | 9 | . | -2% | . | -7% | .
O=C(c1ccccc1)c1ccc(Cn2cc(-c3ccccc3)nn2)cc1 | ? | 0% | -12% | -36% | 4% | -11%
N#Cc1nc(Cc2cccc3ccccc23)oc1NCCCn1ccnc1 | -19 | -25% | 1% | 114%[activator] | ? | -11%
CCOC(=O)N1CCC(NC(=O)C2=CCN(S(=O)(=O)c3ccc(OC)cc3)CC2)CC1 | -29 | 7% | -7% | 74%[activator] | -3% | 2%
Cc1cc(NC(=O)COc2ccc(Cl)cc2Cl)n(CCC#N)n1 | -16 | 1% | -14% | 3% | 3% | 2%
COc1ccc(CCN2CN(S(=O)(=O)c3ccccc3)c3nc4ccccc4nc32)cc1 | -32 | -14% | 2% | -27% | -1% | -2%
CCN1C(=O)C(=O)N(CC(=O)NC(C)CCc2ccccc2)C1=O (centres undefined) | -13 | -3% | ? | -17% | 3% | .
Cn1c(C(=O)O)c(C=O)c2ccccc21 | -16 | 6% | 6% | -22% | 21% | 0%
CC1=C(C(=O)N2CCN(C(=O)c3ccco3)CC2)C2(CCC(C)CC2)OC1=O (centres undefined) | 14 | -10% | -3% | -7% | -1% | -1%

Profiles as entered above. Order of values: HCMV inh | AMA1 RON2 block | AmpC detergent | AmpC no deterg | Sm TGR inh | FBPA Giardia inh
`Cc1cc(C)n(CCC(=O)N2CCc3ccccc32)n1` reads 19 | -3% | ? | -7% | -18% | 2%
`CCCN(Cc1cccs1)C(=O)Nc1cc(C)cc(C)c1` reads 9 | . | -2% | . | -7% | .
`Cc1ccc(CNC(=O)CCc2ccccc2)cc1` reads 38 | 12% | 12% | 0% | 3% | 5%

The list continues:
SMILES | HCMV inh | AMA1 RON2 block | AmpC detergent | AmpC no deterg | Sm TGR inh | FBPA Giardia inh
O=C1CCC(=O)N1OCCCCOc1ccccc1 | 39 | -3% | -14% | -13% | -7% | 3%
CCOC(=O)c1c(C)[nH]c(C(=O)N/N=C\c2ccccc2O)c1C | -100* | 78%[activator] | -12% | -40% | -2% | -15%
COc1ccc(C(=O)NC(=O)COC(=O)C2CC2C)cc1 (centres undefined) | -31 | 18% | . | -20% | . | .
COc1ccccc1Nc1nc(-c2sc(NC(=O)CC(C)C)nc2C)cs1 | 29 | 39%[activator] | -9% | -9% | -1% | -9%
O=c1oc2ccc(NS(=O)(=O)c3cccc4cccnc34)cc2s1 | 5 | 35%[activator] | -1% | -53% | -5% | 6%
COc1ccc([N+](=O)[O-])cc1NC(=O)C(C)OC(=O)C1CC(=O)N(Cc2ccco2)C1 (centres undefined) | 1 | -23% | -19% | 125%[activator] | -27% | .
O=C(CCSc1ccc(Cl)cc1)N1CCN(S(=O)(=O)c2ccccc2)CC1 | 0 | -2%[11.6 µM] | -3% | -9% | 1% | .
CC1(C)NC(=O)N(CCOc2ccc3c(c2)CCC3)C1=O | -18 | -2% | ? | -5% | 3% | 1%
Cc1ccc(C)c2sc(NC(=O)c3ccc(S(=O)(=O)N4CCC(C)CC4)cc3)nc12 | ? | . | 19% | . | 8% | .
N#Cc1ccccc1NC(=O)CN1CCN(Cc2ccccc2)CC1 | 22 | 7% | ? | 1% | 5% | 11%
Cc1ccsc1C1NC(=O)c2c(sc3c2CCCC3)N1 (centres undefined) | . | -4% | -8% | -31% | 35µM* | -22%
Cc1nc(Nc2ccc(S(N)(=O)=O)cc2)sc1-c1ccccc1 | -17 | -25% | -3% | -41% | -4% | 5%
CCC(C(=O)NC1CCCCC1)N(Cc1cccs1)C(=O)c1snc(C(N)=O)c1N (centres undefined) | -21 | -7% | 3% | -2% | -2% | 0%
CCN(CC)c1ccc(NC(=O)c2cc(CN3CCCC3)on2)c(C)c1 | -26 | . | 25% | . | 4% | .
Cc1ccc(CNC(=O)C2CCN(Cc3nc(-c4ccccc4C)oc3C)CC2)cc1 | 15 | . | 7% | . | 5% | .
O=C(O)Cc1ccc(C(=O)c2ccc(Cl)cc2)s1 | -6 | -7% | 2% | -29% | -20% | 17%
CCOC(=O)c1ccc(S(=O)(=O)n2c(CN3CCCCC3)nc3ccccc32)cc1 | 76 | 13% | -10% | -22% | 0% | 10%
Cc1cc(=O)oc2c3c(cc(OCC(=O)NCCN4CCOCC4)c12)OC(C)(C)CC3 | 0 | -11% | ? | -1% | -18% | 0%
CCNC(=O)Cc1ccc(S(=O)(=O)N2CCOCC2)s1 | -1 | -9% | 2% | -31% | -21% | .
Cc1cccc(N2CC(c3nc4ccccc4n3CCC3CCCCC3)CC2=O)c1 (centres undefined) | 6 | . | 24% | . | 3% | .
Cc1cccc(CCNC(=O)c2ccc3c(c2)N(Cc2ccccc2F)C(=O)c2ccccc2S3)c1 | ? | . | -6% | . | 1% | .
COc1ccc(CC(=O)OC(C)CN2CCCCC2)cc1 (centres undefined) | ? | 15% | 5% | -15% | 0% | 1%
CSc1ccc(Cl)c(C(=O)OCC(=O)NC2CC2)c1 | 31 | -11% | -2% | -16% | -15% | 0%
CC(=O)c1cnc(Nc2ccccc2)s1 | 1 | 39%[activator] | -4% | 1% | -2% | -3%
COc1ccccc1/C=C1\Oc2cc(OC(=O)N3CCOCC3)ccc2C1=O | 74 | 20% | 2% | -22% | 6% | 4%
COC(=O)c1ccc(NC(=O)c2nn(C)c3c2COc2ccccc2-3)cc1 | -71* | . | -1% | . | ? | .
O=C(O)c1ccccc1C(=O)Nc1cc(-c2ccccc2)[nH]n1 | 42 | -5% | -11% | -15% | 23% | -5%
O=C(CSc1nc2ccccc2c(=O)n1-c1ccc(F)cc1)NC1CCS(=O)(=O)C1 (centres undefined) | -18 | -4% | 1% | -8% | -4% | .
CN(Cc1cc(-c2ccccc2)on1)C(=O)c1cc(COc2c(F)cccc2F)on1 | 35 | 2% | -7% | 4% | 3% | -2%
Cc1ccc(C)c(S(=O)(=O)N2CCCOC2CNC(=O)C(=O)NCc2ccc3c(c2)OCO3)c1 (centres undefined) | 48 | -3% | -5% | -3% | 2% | .
CC(=O)NCCC1CCN(c2nc3nonc3nc2N(C)Cc2ccccc2)CC1 | 0 | 6% | 5% | 89%[activator] | ? | 6%
COc1ccc(OCC(=O)Nc2cccc(-c3nc4ccccc4s3)c2C)cc1 | -26 | . | 13% | . | -4% | .
CC1CCCC(C)N1C(=O)CN1C(=O)NC2(CCOc3ccccc32)C1=O (centres undefined) | -3 | -1% | -13% | -20% | 1% | .

Quoted from above (two entries):
SMILES | HCMV inh | AMA1 RON2 block | AmpC detergent | AmpC no deterg | Sm TGR inh | FBPA Giardia inh
COc1ccc(OCC(=O)Nc2cccc(-c3nc4ccccc4s3)c2C)cc1 | -26 | . | 13% | . | -4% | .
CC1CCCC(C)N1C(=O)CN1C(=O)NC2(CCOc3ccccc32)C1=O (centres undefined) | -3 | -1% | -13% | -20% | 1% | .
